Tat export inh: blocks Tat-dependent protein export in E. coli. E. coli MC4100 TorA-mCherry Tat export, fluorescence. inhibition, % at 10 µM. 340,000 compounds, 0.036% hits;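 active = mean replicate inhibition at least 50% and at least half of replicates individually reaching 50%; inconclusive = only one of the two criteria met; inactive = neither criterion met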;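 note: exported cargo escapes ClpAP degradation while cytoplasmic cargo is degraded and loses fluorescence; 0% = median of neutral control wells and 100% = median of NaSCN control wells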
Wnt act: Wnt/beta-catenin pathway activation; Wnt/beta-catenin reporter cell assay, activator, plate reader; 300,000 compounds, 1.2% hits; activation, % at 9.35 µM; in the data active = activation above about 30%, passing the limit was not always enough; inconclusive = no clear call, values can overlap the other calls;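 note: 0% = neutral control wells and 100% = positive control wells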
PfHsp90 set2: growth inhibition of yeast expressing Plasmodium Hsp90; S. cerevisiae expressing PfHsp90, BacTiter-Glo ATP, 48 h; yeast lacking PDR1 and PDR3 efflux regulators; inhibition, % at 9.4 µM; 310,000 compounds, 0.32% hits;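 active = every replicate shows inhibition above about 80%, whatever the replicate mean, limit read from the data; inconclusive = mean inhibition reaches the set limit but some replicate falls short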;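 note: 0% = DMSO neutral controls and 100% = 20 µM radicicol positive controls; yeast relying on Plasmodium falciparum Hsp90 in place of its own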
phage Ecoli inh: E. coli growth loss with phage present. growth absorbance. inhibition, % at 11.9 µM. 360,000 compounds, 0.26% hits. AID 651602; in the data active = inhibition above about 11%
DAGLB inh: blocks human DAGLB lipase activity. inhibition, % at 5.17 µM. HEK293T DAGLB membrane lysate, EnzChek fluorogenic substrate. 340,000 compounds, 0.059% hits. Q8NCG7. AID 504411; in the data active = inhibition above about 34%;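 note: 0% = enzyme with vehicle and 100% = wells lacking enzyme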
Target sequence (Q8NCG7 whole entry, looked up): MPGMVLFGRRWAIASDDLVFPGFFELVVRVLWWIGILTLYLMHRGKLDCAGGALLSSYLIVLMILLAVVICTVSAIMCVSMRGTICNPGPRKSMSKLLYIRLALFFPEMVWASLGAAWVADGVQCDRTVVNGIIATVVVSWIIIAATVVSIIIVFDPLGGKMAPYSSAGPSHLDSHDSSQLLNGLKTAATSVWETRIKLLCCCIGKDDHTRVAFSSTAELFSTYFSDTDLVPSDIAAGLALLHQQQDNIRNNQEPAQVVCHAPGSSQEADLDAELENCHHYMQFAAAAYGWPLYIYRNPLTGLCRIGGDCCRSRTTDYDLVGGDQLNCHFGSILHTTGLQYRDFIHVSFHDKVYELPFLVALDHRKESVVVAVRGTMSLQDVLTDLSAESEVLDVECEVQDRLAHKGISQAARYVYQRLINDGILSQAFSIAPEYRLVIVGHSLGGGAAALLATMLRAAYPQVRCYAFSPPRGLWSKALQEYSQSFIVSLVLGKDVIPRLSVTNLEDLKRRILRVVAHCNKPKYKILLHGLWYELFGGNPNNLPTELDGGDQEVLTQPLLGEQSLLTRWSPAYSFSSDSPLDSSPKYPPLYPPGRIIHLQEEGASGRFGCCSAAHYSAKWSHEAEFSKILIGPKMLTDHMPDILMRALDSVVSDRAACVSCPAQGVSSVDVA
PvdQ inh: blocks Pseudomonas aeruginosa PvdQ acylase activity; purified PvdQ acylase, fluorescence plate reader; inhibition, % at 10 µM; 340,000 compounds, 0.063% hits; AID 488965; in the data active = inhibition above about 30%, passing the limit was not always enough; inconclusive = no clear call, values can overlap the other calls;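 note: 0% = vehicle neutral wells and 100% = reference inhibitor wells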
AddAB inh: less growth of phage-infected E. coli with AddAB | E. coli expressing H. pylori AddAB, absorbance growth | inhibition, % at 11.9 µM | 330,000 compounds, 0.29% hits; in the data active = inhibition above about 12%;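 note: 0% = vehicle wells of infected cells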
CAL PDZ FP: inhibitors of human CAL PDZ peptide binding; purified CAL PDZ, TMR-peptide fluorescence polarization, 1 h; AID 504414; Q9HD26; 330,000 compounds, 0.02% hits; inhibition, % at 20 µM;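 active = highest replicate inhibition of at least 40%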;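 note: plate controls were DMSO neutral control wells for no effect and unlabeled competitor peptide control wells for full effect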
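Assay system – tagged CAL PDZ protein CerCALP, purified · Timing – 1 h at RT · Compound – single point, 20 µM · Measured by – fluorescence polarization from S- and P-plane intensities, G-factor corrected · Evaluation – inhibition from polarization loss · Probe or stimulus – TMR reporter peptide T*-PRC34 · Buffer or medium – pH 7.4 phosphate-saline buffer, reducing agent, detergent, IgG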
Rtt109 Vps75: blocks Candida albicans Rtt109/Vps75 acetyltransferase activity. Q5AAJ8. purified Rtt109/Vps75, ThioGlo CoA-SH fluorescence, 4 h. inhibition, % at 34.9 µM. 330,000 compounds, 0.16% hits;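 active = inhibition of at least 50% in every replicate; inconclusive = best replicate reaches 50% inhibition but some replicates fall short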
Target sequence (Q5AAJ8 whole entry, looked up): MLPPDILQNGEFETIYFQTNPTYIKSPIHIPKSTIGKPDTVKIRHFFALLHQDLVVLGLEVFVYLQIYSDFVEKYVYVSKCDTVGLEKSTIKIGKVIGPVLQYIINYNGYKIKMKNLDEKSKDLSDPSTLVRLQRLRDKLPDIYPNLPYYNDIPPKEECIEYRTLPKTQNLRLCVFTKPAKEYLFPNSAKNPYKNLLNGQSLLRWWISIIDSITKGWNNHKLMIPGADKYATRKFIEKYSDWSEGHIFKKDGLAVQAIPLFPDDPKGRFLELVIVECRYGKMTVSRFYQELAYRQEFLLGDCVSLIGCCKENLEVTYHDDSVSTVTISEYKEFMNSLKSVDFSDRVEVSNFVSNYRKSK
E coli growth: reduces bacterial viability in AddAB counter-screen | E. coli V3065 growth, OD600 absorbance, 18 h | inhibition, % at 11.9 µM | 330,000 compounds, 0.27% hits | AID 449728;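 active = inhibition above the campaign's mean inhibition across all tested compounds plus 3 SD, cut at about 9.9% in these data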;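 note: uninfected addAB+ strain grown without phage in ampicillin broth; 0% = DMSO wells and 100% = ciprofloxacin 0.95 µg/ml wells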
* hit, by the source's call; ? = inconclusive; . = no result given.

SMILES	Tat export inh	Wnt act	PfHsp90 set2	phage Ecoli inh	DAGLB inh	PvdQ inh	AddAB inh	CAL PDZ FP	Rtt109 Vps75	E coli growth
CC1CCC2(CC1)NC(=O)N(CC(=O)N1CC(C)CC(C)C1)C2=O (stereo unspecified)	3	-2	-17	-1.5	1	-3	0.8	-1.0	0	1.7
CN1CCN(c2ccc(CNS(=O)(=O)c3cccc(F)c3)cc2)CC1	-1	9	2	0.7	0	-3	1.6	-0.4	0	-1.5
COC(=O)c1sccc1NC(=O)c1cccc(OC)c1	-1	.	-34	1.4	-10	-1	1.4	-2.0	-4	-0.5
Cc1ccc(/C(O)=C2/C(=O)C(=O)N(Cc3cccnc3)C2c2ccccn2)cc1 (stereo unspecified)	15	.	5	1.3	-2	1	-2.6	-0.4	17	-0.4
Cc1ccc2c(c1)N(CC(=O)NC1CCCCC1)C(=O)c1cccnc1O2	5	1	-5	2.9	-3	11	2.0	0.0	-8	-3.7
CC(=O)Oc1ccc(-c2cccc(C(=O)NCCO)c2)cc1	6	-6	-10	1.3	0	-11	2.2	-3.3	-6	-1.6
O=S(=O)(Nc1nc2ccccc2nc1NCc1ccco1)c1cccs1	-1	6	-3	1.8	5	-9	3.1	-1.6	-1	-1.2
Cc1ccc(C)c(NC(=O)CN(C)C(=O)C2=NNC(=O)CC2)c1	11	0	5	-0.6	-1	-13	1.9	-0.9	-5	0.7
CC1C(=O)O[C@@H]2C[C@@H](C)[C@@H]3CCC(=O)[C@@]3(C)[C@@H](O)[C@H]12 (stereo partly specified)	-3	1	10	1.3	0	-2	0.9	0.2	3	-0.2
CN(/N=C/C=C/c1ccccc1)C1=NS(=O)(=O)c2ccccc21	0	1	-10	-0.4	1	2	0.5	-0.5	-2	-1.8
O=C1c2cc(Cl)ccc2OC2(CCNCC2)C12CC(c1ccc(Cl)cc1)=NO2 (stereo unspecified)	-4	.	.	.	0	-3	2.9	-0.9	-4	-1.4
O=C(CSc1nc2ccccc2n1CC(=O)N1CCCC1)N1CCN(C(=O)c2ccco2)CC1	5	.	-4	-0.2	1	-20	-1.5	0.4	-2	-2.4
COc1ccc(N2CCN(C(=O)[C@@H](NC(=O)c3cc(OC)cc(OC)c3)C(C)C)CC2)cc1	8	0	11	0.4	-3	8	3.8	-2.7	10	2.6
COc1cc(NC(=O)CSc2nc(C3CC3)nc3ccccc23)cc(OC)c1	-1	-5	44	3.5	-4	-7	2.2	-1.0	2	-1.3
O=C(CCS(=O)(=O)c1cccc2nonc12)NCCc1ccccc1Cl	-6	-1	.	2.4	2	-11	0.5	.	-2	-1.8
COC(=O)C1=C(C)C(c2cccs2)NC(=O)N1C (stereo unspecified)	-15	.	3	1.4	-1	8	1.6	-3.0	?	1.1
COc1ccc(SC[C@H](Cc2ccccc2)N2CCN(CCc3ccccc3)CCC2=O)cc1	6	3	3	2.2	-5	-10	1.9	-0.8	-2	0.3
CC(=O)c1ccc(NC(=O)c2ccc(N3CCCC3=O)cc2)cc1	3	12	8	4.8	2	2	.	-2.1	-11	.
O=C(O)C1=C[C@@H](c2csc3ccccc23)C[C@@H](OCc2ccc(CO)cc2)O1	13	0	0	2.3	3	-14	3.5	-1.9	4	0.0
Cc1nnc(SCC(=O)N2CCOCC2)s1	-3	-3	.	2.7	0	2	1.9	-0.2	-3	0.8
CCC1(c2ccc(Cl)cc2)NC(=O)N(CC(=O)N2CCN(C(=O)c3ccco3)CC2)C1=O (stereo unspecified)	-4	-3	-15	1.6	0	-11	0.2	-0.6	-6	1.0
N#Cc1ccc(C(=O)Nn2cnnc2)cc1	-10	-1	-17	1.4	-3	-14	0.4	-0.2	-4	-0.5
Nc1cc(Cl)c(N)cc1Cl	-5	8	.	2.2	4	7	5.0	-1.3	4	-0.8
Cc1ccc(CCNC(=O)C2CCN(c3nn4c(=O)cc(C)nc4s3)CC2)cc1	2	0	22	1.2	1	8	1.6	-0.3	-3	0.5
CC1CCCC(C)N1S(=O)(=O)c1ccc(NC(=O)CCn2cnc3ccccc3c2=O)cc1 (stereo unspecified)	-9	.	-6	2.3	6	0	0.0	-2.5	6	1.1
Cc1cc2nc(SCCN3CCCC3)[nH]c2cc1C	-5	.	13	1.5	-1	-12	0.8	-2.3	-20	2.4
O=C1CN(C(=O)COC(=O)c2cc(S(=O)(=O)N3CCOCC3)ccc2Cl)c2ccccc2N1	?	-2	-7	1.5	0	2	2.6	0.7	3	0.1
CN1CCSc2ccc(C(=O)NCc3ccccc3F)cc21	-13	6	-5	1.3	3	-3	1.1	0.6	-6	-2.3
COC(=O)c1ccc(Cn2cnc3cnccc32)cc1	4	8	-10	3.8	-2	1	0.3	0.8	4	-0.9
O=C(NCCc1c[nH]c2ccccc12)c1ccc2nc[nH]c2c1	-1	20	.	4.5	3	-13	3.6	-0.1	7	0.8
COc1ccc2c(C=O)c[nH]c2c1	-6	0	-12	2.2	2	21	0.5	0.0	3	-0.7
CC(OC(=O)c1ccco1)C(=O)Nc1ccc(Cl)cn1 (stereo unspecified)	-9	-2	.	0.3	1	6	0.0	-1.4	4	-0.5
O=C(NCc1ccccc1Cl)C(=O)c1c[nH]c2ccccc12	-3	1	6	3.2	0	-16	1.6	-2.4	.	3.7
O=S(=O)(c1ccc2c(c1)CCC2)N1CCNCC1	-6	0	4	4.1	-1	-18	.	-0.5	-2	.
CN(C(=O)NC(=O)C1=C(N2CCOCC2)/C(=C/c2ccccc2)CC1)S(C)(=O)=O	-2	9	-31	0.1	1	1	2.8	-2.5	-96	-2.1
O=C(CSc1cccs1)Nc1ccc(Cl)cc1	10	17	-12	0.5	-5	6	2.1	-0.3	-13	0.5
Cc1cc(C(=O)Nn2cnnc2)cs1	-3	1	-3	3.4	0	-9	-1.4	.	-1	0.7
CCOC(=O)N1CCN(C(=O)COC(=O)CN(C)S(=O)(=O)c2ccc(NC(C)=O)cc2)CC1	-3	1	-18	0.9	-1	-15	0.6	-2.9	6	2.3
COc1ccc(NS(=O)(=O)c2ccc(OC)c(NC(=O)CNC(=O)c3ccc(OC)cc3)c2)cc1	-2	0	-1	1.2	-1	-2	0.2	-0.4	-2	-1.4
c1ccc(-c2nn3c(C4CCCCC4)nnc3s2)nc1	-9	.	22	1.8	-3	-6	1.4	-2.4	-3	-0.9
CCC(=O)c1ccc(OCC(=O)Nc2ccccc2C(=O)NC2CC2)cc1	9	2	17	0.6	2	-9	-1.3	1.0	-7	-0.7
COC(=O)C(O)(CC(=O)Nc1ccc(OC(F)(F)F)cc1)C(F)(F)F (stereo unspecified)	-1	.	-2	1.7	-1	2	1.3	-2.0	.	-2.0
COc1ccc(S(=O)(=O)N(C)c2ccc(C(=O)NCC3CCCO3)cc2)cc1 (stereo unspecified)	0	.	-1	3.1	1	0	0.6	0.3	-4	-0.2
Cc1cccc(NC(=O)CSc2nnc(NC(=O)C3CC3)s2)c1C	-2	1	11	1.3	2	-4	3.5	-1.8	2	3.4
CN(CC(=O)NCc1cccs1)S(=O)(=O)c1cccc2nsnc12	2	.	9	3.0	2	-4	-0.3	0.0	-2	-1.5
O=C(COC(=O)CNC(=O)c1ccc(Cl)cc1Cl)NC(=O)NCc1ccccc1	-2	2	-3	-0.6	-1	-10	2.0	0.2	1	0.8
CCc1nnc(NC(=O)c2cc(-c3ccco3)nc3ccccc23)s1	6	-2	-4	0.1	4	-8	0.2	-3.2	-8	0.9
CCN(CC)C(=O)C1CCCN(c2ncnc3c2cnn3-c2cccc(C)c2)C1 (stereo unspecified)	3	.	3	-1.6	-5	-3	-1.2	-1.1	3	-0.5
Cc1cccc(-n2c(CNC(=O)c3ccc(S(=O)(=O)N4CCCCC4)cc3)n[nH]c2=S)c1	12	-2	-50	1.1	-2	-17	2.2	-1.1	-5	0.8
COc1ccc(NC(=O)c2n[nH]c(=O)c3ccccc23)cc1S(=O)(=O)N1CCCCC1	1	-7	-15	2.8	-1	-6	3.5	-2.9	0	0.5
O=C(CN1CCOCCOCCOCCOCC1)Nc1ccccc1	-4	.	-31	0.5	-1	-3	-0.2	1.7	-3	-1.8
C[C@H](CO)N1C[C@H](C)[C@@H](CN(C)S(C)(=O)=O)Oc2c(NC(=O)Nc3ccccc3)cccc2C1=O	0	2	5	2.0	1	7	6.8	-0.9	3	1.1
O=C1N/C(=N/N=C/c2ccc(O)cc2)SC1Cc1ccccc1 (stereo unspecified)	-3	5	-12	4.5	4	2	-3.3	-1.5	2	-3.0
Cc1nn(C)cc1/C=N\NC(=O)Cc1ccc([N+](=O)[O-])cc1	7	-5	8	-0.7	0	-16	1.3	0.6	-6	-2.5
CCOc1c2ccc(C(=O)NCc3ccc(OC(F)(F)F)cc3)cc2nn1CC	3	-1	-24	2.1	-1	-18	-0.4	0.2	-7	0.7
CCCOc1ccccc1NC(=O)c1c(-c2ccccc2)noc1C	-2	-3	33	2.0	-12	-10	2.0	-0.9	-5	-1.1
CC(Sc1nnc(C(C)N(C)C)n1-c1ccc(Cl)cc1)C(=O)Nc1ccc2c(c1)OCO2 (stereo unspecified)	5	.	3	2.9	-1	-11	-1.5	-2.7	3	-1.4
COc1cccc(Nc2nc3ccccc3c(=O)[nH]2)c1	-6	1	0	7.5	-5	-19	2.4	-4.3	3	1.1

In another format: entries from further up
Value order – Tat export inh | Wnt act | PfHsp90 set2 | phage Ecoli inh | DAGLB inh | PvdQ inh | AddAB inh | CAL PDZ FP | Rtt109 Vps75 | E coli growth
COc1ccc(NC(=O)c2n[nH]c(=O)c3ccccc23)cc1S(=O)(=O)N1CCCCC1
→ 1 | -7 | -15 | 2.8 | -1 | -6 | 3.5 | -2.9 | 0 | 0.5
O=C(CN1CCOCCOCCOCCOCC1)Nc1ccccc1
→ -4 | . | -31 | 0.5 | -1 | -3 | -0.2 | 1.7 | -3 | -1.8
C[C@H](CO)N1C[C@H](C)[C@@H](CN(C)S(C)(=O)=O)Oc2c(NC(=O)Nc3ccccc3)cccc2C1=O
→ 0 | 2 | 5 | 2.0 | 1 | 7 | 6.8 | -0.9 | 3 | 1.1
O=C1N/C(=N/N=C/c2ccc(O)cc2)SC1Cc1ccccc1 (stereo unspecified)
→ -3 | 5 | -12 | 4.5 | 4 | 2 | -3.3 | -1.5 | 2 | -3.0
Cc1nn(C)cc1/C=N\NC(=O)Cc1ccc([N+](=O)[O-])cc1
→ 7 | -5 | 8 | -0.7 | 0 | -16 | 1.3 | 0.6 | -6 | -2.5
CCOc1c2ccc(C(=O)NCc3ccc(OC(F)(F)F)cc3)cc2nn1CC
→ 3 | -1 | -24 | 2.1 | -1 | -18 | -0.4 | 0.2 | -7 | 0.7
CCCOc1ccccc1NC(=O)c1c(-c2ccccc2)noc1C
→ -2 | -3 | 33 | 2.0 | -12 | -10 | 2.0 | -0.9 | -5 | -1.1
CC(Sc1nnc(C(C)N(C)C)n1-c1ccc(Cl)cc1)C(=O)Nc1ccc2c(c1)OCO2 (stereo unspecified)
→ 5 | . | 3 | 2.9 | -1 | -11 | -1.5 | -2.7 | 3 | -1.4
COc1cccc(Nc2nc3ccccc3c(=O)[nH]2)c1
→ -6 | 1 | 0 | 7.5 | -5 | -19 | 2.4 | -4.3 | 3 | 1.1

Source: PubChem BioAssay (several laboratories)
